Source: PubChem BioAssay
PLC-beta3 inh: inhibitors of human phospholipase C beta3 | Q01970 | Purified PLC-beta3, fluorogenic substrate, fluorescence | inhibition, % at 12.2 µM | hit rate 0.18% among 370,000; in the data active means inhibition above about 11%;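 further: 0% = median of compound wells on plate and 100% = full blocker control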
Target sequence (Q01970 whole entry, looked up): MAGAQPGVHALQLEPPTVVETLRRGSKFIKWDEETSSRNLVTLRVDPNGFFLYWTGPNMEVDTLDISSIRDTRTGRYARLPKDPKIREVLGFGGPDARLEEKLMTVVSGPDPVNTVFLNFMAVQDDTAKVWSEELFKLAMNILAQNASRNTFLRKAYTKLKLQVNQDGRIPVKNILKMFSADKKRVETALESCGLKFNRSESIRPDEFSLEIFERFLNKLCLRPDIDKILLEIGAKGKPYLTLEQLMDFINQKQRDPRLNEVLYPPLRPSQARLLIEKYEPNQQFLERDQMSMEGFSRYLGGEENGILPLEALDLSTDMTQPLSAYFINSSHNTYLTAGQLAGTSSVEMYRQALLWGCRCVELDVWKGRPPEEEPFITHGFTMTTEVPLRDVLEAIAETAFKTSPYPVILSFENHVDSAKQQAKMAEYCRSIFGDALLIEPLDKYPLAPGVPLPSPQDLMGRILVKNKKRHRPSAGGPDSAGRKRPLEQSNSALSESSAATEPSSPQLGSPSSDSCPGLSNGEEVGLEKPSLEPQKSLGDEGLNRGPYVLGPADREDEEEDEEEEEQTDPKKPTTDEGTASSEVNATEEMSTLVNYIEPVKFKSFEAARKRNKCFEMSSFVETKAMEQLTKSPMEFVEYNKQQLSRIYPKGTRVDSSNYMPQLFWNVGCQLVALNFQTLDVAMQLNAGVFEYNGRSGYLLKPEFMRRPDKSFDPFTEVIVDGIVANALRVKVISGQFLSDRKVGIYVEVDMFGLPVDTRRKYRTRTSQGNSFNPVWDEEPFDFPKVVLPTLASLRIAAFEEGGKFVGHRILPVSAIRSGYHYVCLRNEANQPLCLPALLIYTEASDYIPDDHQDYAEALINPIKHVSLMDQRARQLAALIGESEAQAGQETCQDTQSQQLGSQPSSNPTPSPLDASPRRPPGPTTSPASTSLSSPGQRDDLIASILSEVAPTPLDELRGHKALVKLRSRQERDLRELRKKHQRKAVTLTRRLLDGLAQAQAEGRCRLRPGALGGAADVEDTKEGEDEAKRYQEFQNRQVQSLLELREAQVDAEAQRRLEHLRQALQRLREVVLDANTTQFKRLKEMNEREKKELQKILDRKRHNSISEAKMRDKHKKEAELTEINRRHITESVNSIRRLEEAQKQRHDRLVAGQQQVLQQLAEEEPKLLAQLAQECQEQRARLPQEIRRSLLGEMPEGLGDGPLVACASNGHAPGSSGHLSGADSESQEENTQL
ARFGAP1 inhibitor: inhibitors of rat ARFGAP1. Arfgap1-stimulated ARF1 GTP hydrolysis, GDP FP detection. Q62848. AID 651572. inhibition, % at 16.5 µM. hit rate 0.26% among 360,000;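 active means inhibition above a per-plate limit, mean inhibition of low control wells plus 3 SD, cut at about 25% in these data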;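 further: 0% = DMSO wells with enzyme and 100% = wells lacking Arfgap1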
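System: truncated rat Arfgap1 GAP domain / Benchmarks: high control wells lacking Arfgap1, low control full reaction with DMSO / Times: compound-enzyme preincubation 20 min, reaction 120 min, detection 60 min, 25 °C / Repeats: one replicate per compound / Also added: human ARF1(Δ1-17)-GTP substrate / Measured by: Tracer-displacement fluorescence polarization with EDTA stop, 620/688 nm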
ADAM17 inh: inhibitors of human ADAM17; recombinant ADAM17, EDANS/DABCYL FRET peptide cleavage; inhibition, % at 6.95 µM; P78536; AID 720648; hit rate 0.83% among 370,000;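 active means inhibition above the mean of compounds lying between control limits plus 3 SD, set per campaign, cut at about 8.5% in these data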;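 further: 0% = DMSO-only wells as the low control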
ASAP1 inh: blocks human ASAP1-stimulated Arf1 GTP hydrolysis | AID 624377 | inhibition, % at 16.5 µM | hit rate 0.19% among 360,000 | GDP FP detection; in the data active means inhibition above about 25%;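 further: 0% = vehicle with enzyme and substrate and 100% = no enzyme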
Tn6 DDE FP: DD(E)-Tn6 binding inhibition, primary FP screen; inhibition, % at 8.3 µM; hit rate 0.21% among 370,000; AID 720509; P02675; Fibrin DD(E) TRITC-Tn6 fluorescence polarization displacement;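 active means inhibition above a per-campaign cutoff: mean of compounds within control limits plus 3 SD, cut at about 15% in these data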;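 further: 0% = median of all compound wells on the plate and 100% = blocking peptide control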
TDP2 absorb: TDP2 (human) inhibition, absorbance primary screen; hit rate 0.34% among 370,000; inhibition, % at 12.8 µM; AID 720702; recombinant TDP2, T5PNP hydrolysis, p-nitrophenol absorbance 415 nm;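 active means inhibition above the mean of all tested compounds plus 3 SD, set per campaign, cut at about 25% in these data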;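 further: 0% = DMSO with enzyme and 100% = buffer with substrate but no TDP2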
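test system = human TDP2 enzyme | input = TDP2 enzyme at 120 nM final | medium = 50 mM Tris-HCl pH 7.5 with Mg2+, KCl, DTT, BSA | also added = T5PNP substrate, 5 mM | times = 2 h at 37 °C | technique = epi absorbance | benchmarks = high control without enzyme, low control DMSO plus TDP2 | replication = each compound tested once, singlicate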
ADAM10 inh: ADAM10 inhibition, QFRET primary screen. recombinant ADAM10, EDANS/DABCYL FRET peptide cleavage, 3 h. AID 720582. hit rate 0.62% among 370,000. inhibition, % at 7 µM. O14672;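 active means inhibition above a per-campaign cutoff equal to the mean of compounds falling between control-based bounds plus 3 SD, cut at about 20% in these data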;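 further: 0% = DMSO wells while the 100% control is not disclosed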
PLC-gamma1 inh: inhibitors of human phospholipase C gamma1 | P19174 | purified PLC-gamma1, fluorogenic substrate, fluorescence | inhibition, % at 12.2 µM | hit rate 0.84% among 370,000; in the data active means inhibition above about 9.5%
SIAE inh: human SIAE inhibition, primary screen; inhibition, % at 9.66 µM; hit rate 0.69% among 370,000; AID 1053197; SIAE FP-Rh probe binding, fluorescence polarization;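 active means inhibition above a cutoff: mean of compounds within the control limits plus 3 SD of those, cut at about 17% in these data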;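 further: 0% = plate median of compound wells and 100% = probe without SIAE protein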
Tn7 DDE FP: disrupts Tn7 cyclic peptide binding to fibrin D-Dimer-E complex; inhibition, % at 8.3 µM; hit rate 0.13% among 370,000; P02675; FP displacement of FITC-Tn7 peptide from fibrin DD(E); 0% = median of compound wells per plate;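 active means inhibition above the mean of compounds falling within the control limits plus 3 SD of them, cut at about 14% in these data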;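 further: 0% = plate median of compound wells and 100% = 10 µM Aha-Tn7 peptide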
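Assay system: Human clot-derived fibrin DD(E) complex | Buffer or medium: Tris/NaCl/CaCl2 buffer, pH 7.8 | Repeats: One replicate per compound | Benchmarks: Aha-Tn7 high control | Measure: % inhibition scaled between sample-field median and high-control FP | Schedule: 10 min plus 3 h, room temperature | Signal: Fluorescence polarization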
* hit, by the source's call; i = inactive.

Assay codes – A = PLC-beta3 inh; B = ARFGAP1 inhibitor; C = ADAM17 inh; D = ASAP1 inh; E = Tn6 DDE FP; F = TDP2 absorb; G = ADAM10 inh; H = PLC-gamma1 inh; I = SIAE inh; J = Tn7 DDE FP
N/C(=N\OC(=O)C1CCCCC1)c1ccc(Cl)cc1
  A = -3 | B = -2 | C = 0 | D = 8 | E = -4 | F = 7 | G = -14 | H = 4 | I = 2 | J = 6

O=[N+]([O-])c1ccc(N2CCCCC2)nc1
  A = -5 | B = -4 | C = -2 | D = -8 | E = -2 | F = 6 | G = -4 | H = 1 | I = -2 | J = 0

Cc1ccc(C)c(Cn2c(=O)n(-c3ccc(CC(=O)NCc4ccco4)cc3)c(=O)c3sccc32)c1
  A = 0 | B = -12 | C = 0 | D = 7 | E = -3 | F = 3 | G = -3 | H = 1 | I = -29 | J = -1

CN(C)S(=O)(=O)c1cccc(NC(=O)c2ccc(N3CCCC3=O)cc2)c1
  A = -2 | B = 4 | C = -1 | D = -1 | E = -3 | F = 3 | G = -7 | H = -2 | I = -2 | J = -1

Cc1ccc(C(C(=O)NCc2ccco2)N(CC2CCCO2)C(=O)Cn2nnc3ccccc32)cc1 (stereo not given)
  A = 0 | B = 5 | C = 0 | D = -6 | E = 3 | F = 11 | G = 5 | H = -1 | I = 1 | J = 0

Cc1ccc(SCCC(=O)N/N=C/c2ccncc2)cc1
  A = 0 | B = 6 | C = 0 | D = 1 | E = 5 | F = 10 | G = 0 | H = -1 | I = -3 | J = 1

COc1ccccc1OCC(=O)NCCSCc1ccccc1Cl
  A = -1 | B = -2 | C = 6 | D = 4 | E = 1 | F = -2 | G = 0 | H = -3 | I = -5 | J = 0

Cc1cccc2c(C(=O)N3CCN(c4ccccn4)CC3)cc(-c3cccc(Br)c3)nc12
  A = -12 | B = 7 | C = -3 | D = 1 | E = -2 | F = 13 | G = 5 | H = -3 | I = -19 | J = -8

CC(=O)Nc1ccccc1OCCCN1CCC(C(O)(c2ccccc2)c2ccccc2)CC1
  A = 2 | B = 2 | C = -6 | D = 3 | E = -2 | F = -1 | G = -26 | H = -1 | I = 0 | J = 3

CCc1cc(-c2onc(C)c2-c2cscn2)c(O)cc1OC
  A = -2 | B = -4 | C = 4 | D = 1 | E = 2 | F = -12 | G = 7 | H = 2 | I = 5 | J = 1

O=C(c1[nH]c(C(F)(F)F)nc1-c1ccccc1)N1CCOCC1
  A = 1 | B = 11 | C = -5 | D = 3 | E = 0 | F = -10 | G = -18 | H = -2 | I = 6 | J = -5

CC1(C(=O)NS(=O)(=O)c2ccc(Br)cc2)CCN1C(=O)C1(c2ccccc2)CC1 (stereo not given)
  A = -3 | B = 1 | C = 2 | D = 1 | E = -1 | F = -3 | G = -13 | H = 1 | I = 3 | J = -3

CN1C(=O)[C@H]2[C@@H](/C=C/c3ccccc3)N3C(=O)CN(CCO)C(=O)[C@@]3(Cc3ccccc3)[C@H]2C1=O
  A = -2 | B = -4 | C = -6 | D = -6 | E = -6 | F = 2 | G = -6 | H = 0 | I = 3 | J = -5

COc1cc(-c2n[nH]c(=S)n2C(C)c2ccccc2)cc(OC)c1OC (stereo not given)
  A = -6 | B = -1 | C = 0 | D = -6 | E = 5 | F = -3 | G = 0 | H = -4 | I = 2 | J = 4

CCCCn1c(=N)n(CC(O)COc2ccccc2)c2ccccc21 (stereo not given)
  A = 1 | B = -4 | C = -6 | D = -12 | E = 0 | F = -2 | G = -7 | H = -1 | I = -1 | J = 6

NS(=O)(=O)c1ccc(NC(=O)CSc2n[nH]c(=O)n2Cc2ccccc2)cc1
  A = -3 | B = 6 | C = -2 | D = -8 | E = -3 | F = -11 | G = 6 | H = 7 | I = 2 | J = 1

O=C(COc1cccc(C(F)(F)F)c1)Nc1ccccc1N1CCCCC1
  A = 1 | B = 13 | C = -4 | D = -8 | E = -6 | F = -14 | G = -1 | H = 6 | I = -11 | J = -12

CC(C)n1c(-c2ccc(N(C)C)cc2)nc2ccccc21
  A = -120 | B = 4 | C = -274 | D = -9 | E = 3 | F = -2 | G = i | H = -122 | I = 6 | J = 5

CC1CCCC(C)N1C(=O)c1cccc2c1-c1ccccc1/C2=N/O (stereo not given)
  A = -10 | B = -7 | C = 0 | D = -9 | E = -2 | F = 6 | G = 2 | H = -8 | I = -12 | J = 3

COc1ccc2[nH]c(=O)c(CN(C(=O)C3CCCO3)c3ccc(C)c(C)c3)cc2c1 (stereo not given)
  A = -13 | B = 5 | C = -17 | D = 2 | E = -3 | F = -2 | G = -56 | H = -4 | I = 2 | J = -7

Cc1ccc(S(=O)(=O)N2[C@H](CC(=O)c3ccc(Cl)c(Cl)c3)OC[C@@H]2C)cc1
  A = -3 | B = -6 | C = 4 | D = 9 | E = 1 | F = 5 | G = 9 | H = -23 | I = -5 | J = -2

CCCCCCCCN1C(=O)[C@@H](CC(=O)NCCCOC)C[C@@]2(C(=O)OC)C1=C[C@H](C(C)(C)C)O[C@@H]2C
  A = 5 | B = -4 | C = 6 | D = -5 | E = 3 | F = -4 | G = 18 | H = 2 | I = -3 | J = 2

O=C1N(Cc2cccc(Cl)c2)C[C@@H]2C[C@@H](c3cccc4ncccc34)N3CCC[C@@]123
  A = -6 | B = 1 | C = 1 | D = 1 | E = -6 | F = -4 | G = 2 | H = -1 | I = 2 | J = 3

Cc1ccc(CN2CCN(C3CSCCSC3)CC2CCO)cc1 (stereo not given)
  A = -6 | B = 6 | C = -7 | D = -7 | E = -1 | F = 3 | G = -11 | H = -2 | I = -2 | J = 0

COC(=O)C1=C(C(=O)OC)[C@@H]2Nc3ccccc3[C@@]23C[C@@H](C(=O)OC)N(C(=O)COCc2ccccc2)C3=N1
  A = 2 | B = 8 | C = 2 | D = 2 | E = -4 | F = -7 | G = 0 | H = 3 | I = -3 | J = -2

COC(=O)c1ccc2c(=O)n(CCCCCC(=O)N3CCN(c4ccc(F)cc4)CC3)c(=O)[nH]c2c1
  A = 1 | B = 7 | C = -4 | D = 4 | E = 8 | F = -2 | G = 3 | H = -1 | I = -9 | J = 2

Cc1ccc(C(=O)Nc2ccncc2)c(C)c1
  A = -6 | B = 15 | C = -2 | D = 24 | E = 1 | F = -16 | G = -1 | H = -2 | I = -3 | J = 2

CN(CCC#N)CC(=O)Nc1ccc(NC(=O)CN(C)CCC#N)cc1
  A = 0 | B = -1 | C = -2 | D = -5 | E = -2 | F = 2 | G = -3 | H = 1 | I = -2 | J = 0

Cc1cccc(C)c1OCC(=O)Nc1ccc2c(c1)OCCO2
  A = -5 | B = 9 | C = -1 | D = -10 | E = 6 | F = -14 | G = 5 | H = 3 | I = -1 | J = -2

COCCN(C(=O)c1ccco1)c1nnc(-c2ccc(F)cc2)s1
  A = -9 | B = 4 | C = -5 | D = 9 | E = 3 | F = 15 | G = -1 | H = 0 | I = -12 | J = -5

Cc1nc(CNS(=O)(=O)c2cc(F)ccc2F)cs1
  A = 6 | B = -1 | C = -1 | D = 1 | E = 2 | F = -15 | G = 19 | H = 4 | I = 0 | J = 5

Cn1cccc1C1C=C(c2ccc(C(C)(C)C)cc2)Nc2ncnn21 (stereo not given)
  A = -323 | B = 6 | C = -19 | D = -10 | E = -5 | F = 4 | G = -70 | H = -232 | I = -1 | J = -2

CN(C(=O)c1ccc(NC(=O)Cc2cccc(NC(=O)C3CCN(C(=O)c4ccccc4)CC3)c2)cc1)C1CC1
  A = 5 | B = 2 | C = 5 | D = -4 | E = -1 | F = -14 | G = -7 | H = 11* | I = 3 | J = -7

O=C1NC[C@@H](CCCCN2CCN(CCc3ccccc3)C(=O)C2=O)N(CC2CCCCC2)C1=O
  A = 2 | B = -8 | C = 1 | D = 2 | E = 1 | F = 3 | G = -4 | H = -1 | I = 2 | J = 4

CCCN(CC(=O)Nc1ccc(F)c(F)c1F)C(=O)Cn1c(=O)cnc2ccccc21
  A = -25 | B = 0 | C = -28 | D = -5 | E = -2 | F = -2 | G = -87 | H = -28 | I = -8 | J = 0

Cc1cc(NC(=O)c2cn(C3CCCCC3)c(=O)c3c2c2ccccc2n3C)no1
  A = -54 | B = -7 | C = -14 | D = -11 | E = -4 | F = 3 | G = -61 | H = -41 | I = -15 | J = -2

FC(F)(F)Oc1ccc(NC(=S)Nc2ccccc2N2CCOCC2)cc1
  A = -6 | B = -7 | C = -2 | D = 1 | E = 11 | F = 3 | G = -3 | H = 1 | I = 2 | J = 3

Cc1cc(C)nc(SCc2cc(=O)c(OC(=O)c3ccc(Br)o3)co2)n1
  A = 3 | B = 7 | C = -2 | D = 9 | E = -2 | F = -3 | G = -5 | H = 5 | I = 2 | J = 2

CC1(C)CC2CC(C)(CN2C(=O)c2cc(-c3ccc(O)cc3)on2)C1 (stereo not given)
  A = -8 | B = -3 | C = 7 | D = 0 | E = 5 | F = 8 | G = 22* | H = 2 | I = -14 | J = 1

COc1ccc(N2CC(C(=O)N3CCC(c4nc5ccccc5[nH]4)CC3)CC2=O)cc1 (stereo not given)
  A = -4 | B = 3 | C = -5 | D = -8 | E = -3 | F = 19 | G = -8 | H = 0 | I = 2 | J = 3

O=C(O)C1CCCCN1S(=O)(=O)c1ccccc1 (stereo not given)
  A = 6 | B = 0 | C = -2 | D = 5 | E = 3 | F = 4 | G = 0 | H = 1 | I = -2 | J = -1

COc1cc(C)ccc1OC(C)C(=O)Nc1ccc(N2CCCCC2)cc1 (stereo not given)
  A = -8 | B = 9 | C = -4 | D = -2 | E = 1 | F = 1 | G = -7 | H = 0 | I = 3 | J = -3

OCc1cn(-c2ccccc2)nc1-c1cccnc1
  A = 0 | B = 7 | C = -3 | D = -2 | E = 1 | F = -9 | G = -2 | H = -2 | I = -2 | J = 4

Sorted by length of the SMILES (descending): part of the list above
Assay codes – A = PLC-beta3 inh; B = ARFGAP1 inhibitor; C = ADAM17 inh; D = ASAP1 inh; E = Tn6 DDE FP; F = TDP2 absorb; G = ADAM10 inh; H = PLC-gamma1 inh; I = SIAE inh; J = Tn7 DDE FP
COc1ccc(N2CC(C(=O)N3CCC(c4nc5ccccc5[nH]4)CC3)CC2=O)cc1 (stereo not given)
  A = -4 | B = 3 | C = -5 | D = -8 | E = -3 | F = 19 | G = -8 | H = 0 | I = 2 | J = 3

CC1(C)CC2CC(C)(CN2C(=O)c2cc(-c3ccc(O)cc3)on2)C1 (stereo not given)
  A = -8 | B = -3 | C = 7 | D = 0 | E = 5 | F = 8 | G = 22* | H = 2 | I = -14 | J = 1

O=C(O)C1CCCCN1S(=O)(=O)c1ccccc1 (stereo not given)
  A = 6 | B = 0 | C = -2 | D = 5 | E = 3 | F = 4 | G = 0 | H = 1 | I = -2 | J = -1
